# Pf growth 96h – inhibits malaria parasite growth, 96 h | P. falciparum luciferase reporter growth, 96 h | AID 504834 | Potency, µM (top dose mostly 28.7 µM), inactives show at the top dose activity change, negative = inhibition, hits mostly inhibitors | actives 6.9% (n = 320,000)
#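 Infected RBCs, 2% Hct / 0.05% parasitemia final; luciferase-reporter P. falciparum; cpd 96 h, 37 C, 5% CO2; luciferase detection reagent; luminescence.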
# Tb PYK inh – inhibitors of Trypanosoma brucei pyruvate kinase; Q57TT1; TbPYK enzyme, Kinase-Glo Plus ATP luminescence, 45 min; Potency, µM (top dose mostly 76.8 µM), inactives show at the top dose activity, negative = inhibition, hits mostly inhibitors; actives 0.12% (n = 410,000); note: nearly all actives have a fitted effect of over 50% in size
#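 Glycolytic pyruvate kinase of T. brucei was incubated with substrate, test compound and 130 uM ADP for 45 minutes at room temperature. Luminescent Kinase-Glo Plus signal was measured after 10 minutes.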
# LmPK inh – LmPK (Leishmania mexicana) enzyme inhibition. Potency, µM (series often up to 57.5 µM), for inactives: at the top dose activity change, negative = inhibition, usual class: inhibitors. actives 0.37% (n = 290,000). purified LmPK, Kinase-Glo ATP luminescence, 1 h. AID 1721
# Target sequence (Q27686 whole entry, looked up): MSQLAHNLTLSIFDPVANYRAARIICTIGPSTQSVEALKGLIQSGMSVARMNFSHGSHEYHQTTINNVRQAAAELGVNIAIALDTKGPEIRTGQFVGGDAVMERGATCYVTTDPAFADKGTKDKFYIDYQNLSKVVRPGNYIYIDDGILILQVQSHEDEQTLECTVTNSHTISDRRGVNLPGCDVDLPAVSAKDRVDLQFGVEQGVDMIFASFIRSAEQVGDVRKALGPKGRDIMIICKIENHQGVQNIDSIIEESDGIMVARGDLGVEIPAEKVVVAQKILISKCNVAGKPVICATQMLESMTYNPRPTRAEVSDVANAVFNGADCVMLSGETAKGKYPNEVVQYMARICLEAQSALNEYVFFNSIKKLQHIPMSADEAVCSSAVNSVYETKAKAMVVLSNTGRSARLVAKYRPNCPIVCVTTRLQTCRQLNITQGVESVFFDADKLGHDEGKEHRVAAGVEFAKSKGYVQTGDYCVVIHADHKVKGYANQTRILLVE
#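 Screened at intermediate enzyme activity to detect both inhibitors and activators: LmPK at 0.1 nM, with a 0.5 nM enzyme column as activation reference. PEP 0.5 mM, ADP 0.1 mM; ATP detected by luminescence after 1 h.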
# Sm TGR block – blocks Schistosoma mansoni thioredoxin glutathione reductase; actives 3% (n = 360,000); AID 485364; Potency, µM (doses to about 114 µM), without a hit: top-dose activity change, negative = inhibition, usual class: inhibitors; Q962Y6; purified TGR, DTNB reduction, TNB absorbance 405 nm; note: nearly all actives have a fitted effect of over 60% in size
#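 Kinetic colorimetric format: TGR-catalysed, NADPH-driven DTNB reduction monitored via TNB absorbance. Enzyme dispensed at 20 nM; compound exposure 15 min at room temperature before reaction start.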
# Pf growth 48h – inhibits P. falciparum growth in the first generation, 48 h; P. falciparum luciferase growth in erythrocytes, 48 h; Potency, µM (doses to about 28.7 µM), without a hit: top-dose activity change, negative = inhibition, hits mostly inhibitors; actives 5.9% (n = 310,000); AID 504832
#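 Growth was read as firefly luciferase luminescence after a 48 h, 37 C, 5% CO2 exposure of compounds to reporter-bearing P. falciparum cultures (0.1% parasitemia, 2% hematocrit final) in Albumax-supplemented RPMI 1640.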
# HCV inh – blocks hepatitis C virus; Huh7.5.1 HCVcc-Cre infection, luciferase reporter, 44 h; Potency, µM (doses to about 41.8 µM), without a hit: at the highest dose activity change, negative = inhibition, hits mostly inhibitors; actives 3.4% (n = 340,000)
#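 Seed cells (1,000/well) for 4 h; treat with compound and infect with HCVcc-Cre, moi about 0.5. Incubate 44 h, then detect luciferase activity.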
# * hit, by the source's call; ? = inconclusive; nt = no result given; & = joins results of further samples; [ ] = dose if it differs, or a comment. Calls come from the whole dose curve; as a rule, active = well fitted curve in the direction sought with a large enough effect; inconclusive = small, poorly fitted or top-dose-only effect, or another doubt; inactive = no such curve, though single readings can be large; an effect the other way counts as inactive or inconclusive. % is set by controls: 0 for no effect and ±100 for the full control effect; potency is the fitted concentration of half-maximal effect.
# Screens in order: Pf growth 96h | Tb PYK inh | LmPK inh | Sm TGR block | Pf growth 48h | HCV inh
1) Cc1cc(C)cc(C(=O)NCCn2cc(SCC(=O)N3CCOCC3)c3ccccc32)c1
 : 3% | 0% | -2% | 2% | 8% | ?
2) C=CCn1c(-c2cc(-c3ccc(C)cc3)nc3ccccc23)n[nH]c1=S
 : ? | -31% | 7% | 5% | 17µM* | -3%
3) Cn1c(=O)oc2cc(S(=O)(=O)Nc3cccc(C(=O)O)c3)ccc21
 : nt | 11% | 14% | 4% | 18% | 12%
4) Cc1cnc(NC(=O)c2sc3ccccc3c2Cl)s1
 : 208%[activator] | 3% | -2% | 5% | 235%[activator] | -5%
5) Cc1ccc(/C=C/C(=O)Nc2ccc([N+](=O)[O-])cc2)o1
 : -3% | ? | ? | 16µM* | -5% | -24%
6) CCCCn1c(=O)c(C(C)=O)c(O)c2ccccc21
 : 14% | 4% | 10% | 3% | -5% | 1%
7) CN(Cc1ccccc1)c1oc(-c2ccco2)nc1C#N
 : nt | 5% | 3% | 17% | -13% | -19%
8) CCC(Oc1ccccc1)C(=O)NC1CCCCCC1 (centres undefined)
 : ? | 3% | 0% | 20% | -16% | 12%
9) CCc1nnc(NC(=O)CCc2c[nH]c3ccccc23)s1
 : ? | -2% | -6% | 1% | ? | 1%
10) O=C(O)COc1ccc(Br)cc1/C=N/O
 : 2% | -9% | 2% | -9% | ? | 17%
11) Cc1ccc(C(C(=O)NC2CCCCC2)N(Cc2cccnc2)C(=O)C2COc3ccccc3O2)o1 (centres undefined)
 : -3% | 3% | 9% | -8% | 5.2µM* | -5%
12) O=C(c1cccs1)N(Cc1ccco1)c1nc(-c2ccc(F)cc2)cs1
 : -12% | 3% | -2% | 0% | 13µM* | ?
13) Cc1csc(C(=O)O)c1NC(=O)c1ccc(F)cc1
 : 30% | 4% | 1% | 89µM* | 20% | 8%
14) O=C(CSc1nc2ccccc2c(=O)n1CCC(=O)N1CCN(c2ccccc2)CC1)NCC1CCCO1 (centres undefined)
 : ? | 3% | -4% | -18% | ? | -14%
15) CCOC(=O)C1=C(NC(=O)c2ccc(Br)o2)Nc2ccccc2N=C1
 : 1.9µM* | -1% | 4% | 1% | 1.7µM* | ?
16) Cc1ccc(NC(=O)c2ccc(CSc3nnc(-c4ccncc4)n3C)cc2)cc1
 : -28% | -6% | 9% | 9% | 28% | 14%
17) CCCCNC(=O)NNC(=O)c1ccco1
 : -66% | -9% | -4% | 0% | 7% | 15%
18) CCc1nc(Cl)c(C#N)c2c1CSC(C)(C)C2
 : 14% | 1% | -4% | -4% | -4% | -7%
19) Cc1ccc2oc(=O)c3cnn(CC(=O)N4CCN(c5ccccn5)CC4)c3c2c1
 : ? | -2% | 2% | 4% | nt | 18%
20) CCC1=Nc2cc(C(=O)NCc3ccco3)ccc2Sc2ccc(C)cc21
 : 25% | 1% | 1% | -29% | 1.3µM* | ?
21) O=[N+]([O-])c1cc([N+](=O)[O-])c2cc3ccccc3nc2c1
 : 3% | -7% | 3% | 3.5µM* | ? | ?
22) O=C(NC(=S)N1CCN(c2ccccn2)CC1)c1ccco1
 : -28% | -8% | -1% | 8% | 22% | 14%
23) COc1ccc(CCNC(=O)CN2CCC(C(N)=O)CC2)cc1
 : -6% | -3% | -2% | -3% | 5% | 15%
24) NC(=O)c1coc(-c2ccccc2)n1
 : 97%[activator] | 11% | 6% | -7% | -1% | 16%
25) COc1ccc(N2CC(=O)N(c3ccccc3)C2=S)cc1
 : ? | -14% | 2% | -2% | 21% | 4%
26) CCC(Oc1ccccc1)C(=O)Nc1ccc(S(=O)(=O)Nc2ncccn2)cc1 (centres undefined)
 : -28% | -7% | 3% | 2% | -4% | 2%
27) O=C(CSc1ncccn1)NCc1ccc(Cl)cc1
 : 200%[activator] | 25% | -10% | nt | 121%[activator] | 3%
28) CCOCCc1nnc(NC(=O)c2cc(OC)c(OC)c(OC)c2)s1
 : nt | -9% | -5% | -1% | -8% | -5%
29) COC(=O)C1(Cc2cc(-c3ccc(OC)cc3OC)no2)CCN(C(=O)OC(C)(C)C)CC1
 : ? | 0% | -1% | 10% | -21% | ?
30) Cc1ccc(C(=O)/C=C/N(C)C)o1
 : -2% | -16% | -3% | 0% | 13% | 8%

# 3 records picked at random from those above:
# Screens in order: Pf growth 96h | Tb PYK inh | LmPK inh | Sm TGR block | Pf growth 48h | HCV inh
24) NC(=O)c1coc(-c2ccccc2)n1
 : 97%[activator] | 11% | 6% | -7% | -1% | 16%
25) COc1ccc(N2CC(=O)N(c3ccccc3)C2=S)cc1
 : ? | -14% | 2% | -2% | 21% | 4%
23) COc1ccc(CCNC(=O)CN2CCC(C(N)=O)CC2)cc1
 : -6% | -3% | -2% | -3% | 5% | 15%

# More structures:
# Screens in order: Pf growth 96h | Tb PYK inh | LmPK inh | Sm TGR block | Pf growth 48h | HCV inh
31) Cc1cccc(CC2CC(=O)N(c3nc4ccccc4s3)C2=O)c1 (centres undefined)
 : 92%[1.15 µM] | 2% | 3% | nt | -3% | 2%
32) COC(=O)CSc1nc2c(cnn2-c2ccc(F)cc2)c(=O)[nH]1
 : 51%[activator] | -5%&1% | 0% | 7%&1% | 30% | 7%
33) O=C(NC1CCN(C(=S)NCc2ccco2)CC1)C12CC3CC(CC(C3)C1)C2
 : ? | 3% | 5% | 2% | ? | 3%
34) Cc1ccc(-c2cc(C)nc3ncnn23)cc1
 : 12µM* | -2% | 2% | -27% | nt | 1%
35) Cc1ccc(CN2CCC(CO)(CC3CCCCO3)CC2)o1 (centres undefined)
 : ? | -1% | 7% | 45µM* | -5% | -1%
36) CCOc1ccccc1N(CC(=O)N1CCC(C)CC1)S(=O)(=O)c1ccc(C)cc1
 : 8% | 1% | -7% | 2% | ? | nt
37) Cc1ccc(NC(=O)C2C3CC4OC(=O)C2C4C3)cc1Cl (centres undefined)
 : 8% | 5% | -1% | -5% | 8% | 8%
38) CCC(=O)c1ccc(N2CCCC2)c(F)c1
 : -85% | 4% | 0% | 0% | 62%[activator] | -9%
39) COc1ccc(NC2=NCCC2)cc1
 : 9% | -6% | -2% | -1% | ? | 12%
40) CCOc1ccccc1NC(=O)CSc1nnc(Cn2c(=O)sc3ccccc32)n1C
 : ? | -5% | 0% | 4% | 0% | ?
41) c1ccc(-c2csc(Nc3nc(N4CCOCC4)nc(N4CCOCC4)n3)n2)cc1
 : -11% | -6% | 2% | 11% | ? | 14%
42) O=C(c1ccccc1)N1CCN(S(=O)(=O)c2cccc(NS(=O)(=O)c3ccccc3)c2)CC1
 : 52%[activator] | 2% | 8% | 5% | -5% | 16%
43) CCC(C)NC(=O)c1cc(-c2ccccc2O)on1 (centres undefined)
 : ? | -8% | 2% | 0% | nt | 6%
44) CN(CCC#N)C(=O)CSc1nc2scc(-c3ccccc3)c2c(=O)[nH]1
 : -22% | -2% | 0% | 6% | 9% | -4%
45) O=C(CCC(=O)c1cccs1)OCc1nnc(-c2ccccc2)o1
 : -7% | -5% | 3% | -11% | 9% | 8%
46) O=C1C2C3C=CC(C3)C2C(=O)N1c1n[nH]c(CCc2ccccc2)n1 (centres undefined)
 : -3% | 1% | -3% | 8% | 16% | 15%
47) COc1ccc(NC(=O)CNS(=O)(=O)c2ccccc2)cc1Cl
 : 48%[activator] | 11% | 1% | 4% | -3% | -12%
48) COc1ccccc1/C=N/OC(=O)c1ccc(F)cc1
 : -5% | -2% | 2% | 3% | -4% | 7%
49) CCOC(=O)c1c(NC(=O)c2cccs2)sc(C(=O)N(C)C)c1C
 : -10% | -12% | 0% | -10% | nt | 13µM*
50) CCN(CC(=O)NC(C)(C)C)C(=O)COc1c(Cl)cc(Cl)c2ccc(C)nc12
 : ? | -2% | -2% | 16µM* | ? | ?
51) CC1(C)Oc2ccc(C(=O)N3CCOCC3)cc2N(CC(=O)N2CCOCC2)C1=O
 : 8% | 1% | -2% | 8% | 1% | 21%
52) COc1ccc(S(=O)(=O)NCCc2nnc3ccc(SCC(=O)Nc4nc(C)cs4)nn23)cc1
 : ? | -10% | 5% | -15% | -12% | 11%
53) CC(=O)Oc1cccc(N2C(=O)c3cccc4c([N+](=O)[O-])ccc(c34)C2=O)c1
 : -2% | 9% | -8% | 1% | 26% | ?
54) CC(=O)NCC1CCCN(c2nc3nonc3nc2N(C)Cc2ccccc2)C1 (centres undefined)
 : -28% | 1% | -1% | ? | -18% | 1%
55) Cc1cccc(-c2noc(CN(C(=O)CCc3ccccc3)C(C)C)n2)c1
 : 345%[activator] | -10% | 3% | 11% | 0% | -18%
56) O=C(NCc1ccccc1)c1ccc(CS(=O)Cc2ccc(Cl)cc2)o1 (centres undefined)
 : 33% | 0% | -3% | ? | 6% | ?
57) CCOC(=O)C1CCN(C(=O)COC(=O)c2cc(-c3cccs3)nn2-c2ccccc2)CC1
 : 0% | 1% | nt | 5% | 12% | ?
58) Cc1cc(C)n2nc(CC(=O)NCc3ccccc3Cl)nc2n1
 : 3.3µM* | -6% | 2% | -2% | 7% | 5%
59) Cc1cc(NC(=O)COC(=O)CCNS(=O)(=O)c2c(Cl)cccc2Cl)no1
 : 33%[activator] | -1% | 4% | -6% | 4% | 10%
60) CCCn1nnnc1SCC(=O)N(C(C)C)C(C)C
 : 21% | -2% | 7% | 21% | 15% | -5%

# Structural class, the entries above containing an aryl thioether with sulfur outside any ring
# Screens in order: Pf growth 96h | Tb PYK inh | LmPK inh | Sm TGR block | Pf growth 48h | HCV inh
1) Cc1cc(C)cc(C(=O)NCCn2cc(SCC(=O)N3CCOCC3)c3ccccc32)c1
 : 3% | 0% | -2% | 2% | 8% | ?
14) O=C(CSc1nc2ccccc2c(=O)n1CCC(=O)N1CCN(c2ccccc2)CC1)NCC1CCCO1 (centres undefined)
 : ? | 3% | -4% | -18% | ? | -14%
16) Cc1ccc(NC(=O)c2ccc(CSc3nnc(-c4ccncc4)n3C)cc2)cc1
 : -28% | -6% | 9% | 9% | 28% | 14%
27) O=C(CSc1ncccn1)NCc1ccc(Cl)cc1
 : 200%[activator] | 25% | -10% | nt | 121%[activator] | 3%
32) COC(=O)CSc1nc2c(cnn2-c2ccc(F)cc2)c(=O)[nH]1
 : 51%[activator] | -5%&1% | 0% | 7%&1% | 30% | 7%
40) CCOc1ccccc1NC(=O)CSc1nnc(Cn2c(=O)sc3ccccc32)n1C
 : ? | -5% | 0% | 4% | 0% | ?
44) CN(CCC#N)C(=O)CSc1nc2scc(-c3ccccc3)c2c(=O)[nH]1
 : -22% | -2% | 0% | 6% | 9% | -4%
52) COc1ccc(S(=O)(=O)NCCc2nnc3ccc(SCC(=O)Nc4nc(C)cs4)nn23)cc1
 : ? | -10% | 5% | -15% | -12% | 11%
60) CCCn1nnnc1SCC(=O)N(C(C)C)C(C)C
 : 21% | -2% | 7% | 21% | 15% | -5%

# Hits appear at their usual frequency; 16% or so of the library scored in one or more.
